Screening results deposited in PubChem BioAssay by National Center for Advancing Translational Sciences (NCATS).
FUS suppressor – FUS proteinopathy suppression in yeast | S. cerevisiae FUS-expressing, growth rescue, OD600, 24 h | Potency, µM (top dose mostly 76.6 µM), without a hit: top-dose growth rescue (activation), hits mostly activators | 390,000 tested, 0.24% active;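 note: potency is the fitted concentration of half-maximal effect; plate controls were DMSO vehicle for no effect and reference control for full effect; nearly all actives have a fitted effect of over 55% in size; some results filed as inactive show a strong effect at the top dose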
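FUS-expressing yeast, raffinose-pregrown, induced in 2% galactose minimal medium at OD 0.005; compounds in a dilution series, 24hr at 30C. Growth restoration read as absorbance at 600 nm. CP55940 positive control, DMSO negative.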
EPAC1 antag – EPAC1 (human) antagonism; 360,000 tested, 0.14% active; EPAC1 GEF assay, Rap1b-BODIPY-GDP exchange fluorescence; Potency, µM (highest dose often 115 µM), for inactives: at the highest dose activity change, negative = inhibition, hits mostly inhibitors; AID 720709; O95398;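 note: potency is the fitted concentration of half-maximal effect; plate controls were vehicle for no effect and positive control for full effect; nearly all actives have a fitted effect of over 50% in size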
WRN inhibitor – inhibitors of human WRN helicase. Q14191. WRN helicase unwinding, fluorescent forked duplex, kinetic. Potency, µM (titrated, usually from 114 µM), for inactives: at the highest dose activity change, negative = inhibition, most hits filed as inhibitors. 360,000 tested, 0.46% active; note: potency is the fitted concentration of half-maximal effect; % is set by controls: 0 for no effect and ±100 for the full control effect; nearly all actives have a fitted effect of over 55% in size
Target sequence (Q14191 whole entry, looked up): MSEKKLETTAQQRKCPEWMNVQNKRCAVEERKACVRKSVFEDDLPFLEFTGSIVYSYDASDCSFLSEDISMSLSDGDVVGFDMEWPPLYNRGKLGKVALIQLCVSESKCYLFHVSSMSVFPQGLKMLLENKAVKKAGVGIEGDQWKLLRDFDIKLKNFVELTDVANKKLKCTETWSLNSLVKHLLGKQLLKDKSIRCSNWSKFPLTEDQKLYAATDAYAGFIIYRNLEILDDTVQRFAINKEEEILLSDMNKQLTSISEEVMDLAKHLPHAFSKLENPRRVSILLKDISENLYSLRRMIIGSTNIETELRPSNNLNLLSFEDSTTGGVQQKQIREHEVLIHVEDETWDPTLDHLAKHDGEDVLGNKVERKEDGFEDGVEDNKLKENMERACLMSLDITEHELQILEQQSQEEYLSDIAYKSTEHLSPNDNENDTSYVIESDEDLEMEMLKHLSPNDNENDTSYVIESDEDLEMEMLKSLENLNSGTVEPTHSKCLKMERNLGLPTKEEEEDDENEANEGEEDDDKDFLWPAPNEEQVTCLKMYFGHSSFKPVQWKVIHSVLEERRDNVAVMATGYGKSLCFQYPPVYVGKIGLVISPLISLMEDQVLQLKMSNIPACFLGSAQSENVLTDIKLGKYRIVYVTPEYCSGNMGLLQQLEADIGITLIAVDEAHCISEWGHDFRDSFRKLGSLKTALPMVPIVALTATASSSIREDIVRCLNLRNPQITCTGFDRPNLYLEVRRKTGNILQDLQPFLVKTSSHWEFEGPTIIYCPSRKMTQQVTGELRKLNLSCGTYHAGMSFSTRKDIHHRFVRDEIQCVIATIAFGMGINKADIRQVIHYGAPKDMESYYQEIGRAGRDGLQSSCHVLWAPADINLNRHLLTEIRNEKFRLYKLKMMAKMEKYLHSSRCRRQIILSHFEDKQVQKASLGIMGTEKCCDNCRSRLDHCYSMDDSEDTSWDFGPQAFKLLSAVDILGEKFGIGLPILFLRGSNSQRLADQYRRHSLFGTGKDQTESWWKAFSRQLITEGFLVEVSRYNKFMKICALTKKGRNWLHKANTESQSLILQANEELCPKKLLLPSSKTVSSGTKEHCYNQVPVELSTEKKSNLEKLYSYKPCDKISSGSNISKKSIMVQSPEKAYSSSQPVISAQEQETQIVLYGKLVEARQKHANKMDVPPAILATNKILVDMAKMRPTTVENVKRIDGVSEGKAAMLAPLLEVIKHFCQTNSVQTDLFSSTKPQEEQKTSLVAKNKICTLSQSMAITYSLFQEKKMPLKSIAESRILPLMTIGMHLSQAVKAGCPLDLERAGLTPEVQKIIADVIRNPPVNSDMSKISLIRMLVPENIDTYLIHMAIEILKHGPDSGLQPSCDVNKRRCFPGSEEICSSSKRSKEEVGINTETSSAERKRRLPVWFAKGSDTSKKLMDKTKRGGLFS
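Kinetic fluorescence helicase assay: unwinding of a quenched forked DNA duplex (100 nM final) with 2 mM ATP final raises red fluorescence (525/598 nm). Compounds sat 15 min at room temperature with 20 nM WRN beforehand.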
PLK1 PBD inh – PLK1 (human) polo-box domain binding inhibition; P53350; Plk1 PBD binding of FITC phosphopeptide, fluorescence polarization; Potency, µM, for inactives: max response, negative = inhibition, usual class: inhibitors; 360,000 tested, 2.8% active; AID 720504; note: potency is the fitted concentration of half-maximal effect; series mostly up to about 57 µM; % is set by controls: 0 for no effect and ±100 for the full control effect; nearly all actives have a fitted effect of over 65% in size
Abeta yeast res – restores growth of yeast expressing A-beta42 peptide | AID 1347071 | yeast expressing A-beta42, growth rescue, OD600, 48 h; response scale: 0% DMSO, 100% iron-clioquinol control | 410,000 tested, 0.063% active | Potency, µM (series often up to 46.1 µM), without a hit: top-dose growth rescue, actives largely listed as activators; note: potency is the fitted concentration of half-maximal effect; nearly all actives have a fitted effect of over 55% in size
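Yeast growth medium received pinned compounds, then yeast cells expressing toxic A-beta were added; plates incubated at 30 C for 48 hr. Growth read as absorbance at 600 nm, normalized to DMSO and equimolar FeCl3 plus clioquinol controls.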
IL2 activator – activates IL-2 in a cell-based reporter assay; IL-2 activation reporter assay, cell-based qHTS; stimulated with anti-CD3/CD4/CD28 beads; in transgenic mouse T cells; activation, % (series mostly up to about 46 µM); 360,000 tested, 0.065% active; in the data active = activation above about 50%; inconclusive = mostly about 30% to 49%; note: 0% is about no effect
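Readout: EGFP and DsRed signals by fluorescent plate cytometry. Unstimulated transgenic mouse T cells received compound 60 min before antibody-bead stimulation, then incubated 18 h at 37 degrees C.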
PI5P4Ka inh – PI5P4K alpha (human) kinase inhibition | 330,000 tested, 1.2% active | P48426 | PI5P4Kalpha enzyme, ADP-Glo luminescence, 60 min; active compounds read low | AID 652105 | max response, %; active = max response of -50% or lower; inconclusive = between -30% and -50%; inactive = -30% or higher; note: value at the top dose of about 77 µM; % is set by controls: 0 for no effect and ±100 for the full control effect
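Reactions run in 0.038 M HEPES pH 7.4, 0.28 mM EGTA, 0.1% CHAPS and 5% DMSO, with PI5P4Kalpha, substrate, compound and 5 microM ATP final, one hour at room temperature. Readout is ADP-Glo luminescence.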
aSyn rescue – alpha-synuclein toxicity inhibition in yeast; Yeast expressing alpha-synuclein, growth rescue, BacTiter-Glo, 24 h; Potency, µM (titrated, usually from 46.1 µM), without a hit: top-dose growth rescue (activation), usual class: activators; 370,000 tested, 0.14% active; note: potency is the fitted concentration of half-maximal effect; % of control where 0% means no effect; nearly all actives have a fitted effect of over 65% in size
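Galactose-induced alpha-syn yeast (OD600=0.02, raffinose-pregrown) + pinned cpd, 24 hr, 30 deg C; growth by BacTiter-Glo luminescence. Growth restoration scores as activation.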
EPAC1 ag – EPAC1 (human) agonism; O95398; EPAC1 agonist qHTS, biochemical assay; response scale: 100% = response to 6.5 mM cAMP; Potency, µM (doses to about 154 µM), inactives show at the highest dose activation, actives largely listed as activators; 360,000 tested, 0.073% active; AID 720707; note: potency is the fitted concentration of half-maximal effect; nearly all actives have a fitted effect of over 60% in size
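Read-out is the fluorescence drop as BODIPY-GDP leaves Rap1B (480 nm excitation, 540 nm emission), recorded every 5 minutes over 30 minutes. Reactions held 100 nM EPAC1, 250 nM Rap1B–BODIPY-GDP and 50 uM GDP, with 6.5 mM cAMP setting full activation.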
* = called active by the depositor; ? = inconclusive; · = not tested or not shown; & = joins results of further samples; [ ] = another dose, or the depositor's remark. Unless noted, calls come from the whole dose curve; as a rule, active = well fitted curve in the direction sought with a large enough effect; inconclusive = small, poorly fitted or top-dose-only effect, or another doubt; inactive = no such curve, though single readings can be large; an effect the other way counts as inactive or inconclusive. No enrichment for hits; 4.1% or so of the library scored in one or more.

SMILES	FUS suppressor	EPAC1 antag	WRN inhibitor	PLK1 PBD inh	Abeta yeast res	IL2 activator	PI5P4Ka inh	aSyn rescue	EPAC1 ag
COC(=O)c1cn(NC(=O)c2cc([N+](=O)[O-])ccc2F)c(=O)c2ccccc12	3%	3%	-12%	-22%	0%	-1.3	-14	-9%	13%
Clc1ccc(/C=C/c2ncc[nH]2)c(Cl)c1	20%	11%	4%	4%	-12%	-2.2	-4	-1%	-2%
COCCn1nnnc1C(CC(C)C)N1CCN(c2cccc(OC)c2)CC1 (stereo not drawn)	·	2%	-15%	-1%	6%	-1.9	1	15%	-11%
CCN(CC)CCNC(=O)c1[nH]c2ccc(OCc3ccccc3)cc2c1C	·	-4%	-10%	-1%	-12%	-6.1	13	12%	-2%
CC(=O)N1CCCN(C(=O)c2ccc3nc(Cc4ccccc4F)oc3c2)CC1	·	-12%	-27%	-8%	-15%	2.2	6	-2%	12%
COc1ccc(NS(=O)(=O)c2csc(C(=O)Nc3ccccc3)c2)cc1	38%	-12%	-3%	-16%	-7%	-0.3	2	-13%	9%
Cc1ccc2c(CC(=O)N3CCN(S(=O)(=O)c4cccs4)CC3)coc2c1	8%	-11%	-21%	-6%	16%	0.1	-4	11%	14%
O=C1CC(N2CCN(c3ccc(Cl)c(Cl)c3)CC2)C(=O)N1 (stereo not drawn)	5%	0%	3%	-5%	-48%[inhibitor]	-2.1	1	2%	0%
COC(=O)c1c(C)[nH]c(C(=O)COC(=O)c2c(C)noc2C)c1C	-18%	-6%	8%	-7%	19%	-0.9	-2	-2%	2%
CCC(=O)N1c2ccc(S(=O)(=O)N3CCCCC3)cc2CC1C (stereo not drawn)	-2%	2%	-5%	-11%	-22%	-4.0	16	-7%	-8%
Cn1c(NC(=O)C2CC2)cc(=O)n(C)c1=O	-27%	9%	-4%	4%	-12%	-3.1	-2	-5%	-14%
Cc1cc(C)n(-c2nc(NCCC(C)C)c3c4c(sc3n2)COC(C)(C)C4)n1	·	-10%	-3%	-2%	20%	0.5	14	1%	-4%
NC(=O)CSc1nc2c(sc(=S)n2-c2ccccc2)c(=O)[nH]1	-4%	5%	-8%[57.1 µM]	-8%	-20%	0.9	-11	-1%	12%
CCN(CC)S(=O)(=O)c1ccc(NC(=O)c2ccc(Cl)nc2)cc1	24%	-3%	0%	4%	13%	-3.2	-5	10%	5%
CCOC(=O)N1CCC(N(CCOC)C(=S)Nc2cccc(SC)c2)CC1	33%	?	-1%[57.1 µM]	-25%	5%	-0.3	4	1%	3%
CCOCC(=O)Nc1c(C(=O)N2CCN(c3ncccn3)CC2)oc2ccccc12	11%	3%	-4%	?	-5%	0.6	1	-9%	11%
O=C(Nc1ccccc1)NC1(C(=O)N2CCC(O)CC2)CCCCC1	-25%	-9%	4%[57.1 µM]	-3%	-11%	0.2	-3	0%	11%
Nc1nnc(CC(=O)NCc2ccccc2)s1	-3%	3%	-3%	4%	7%	-0.2	-2	-1%	-5%
CCN(CC)CCN(Cc1cc2cc(C)c(C)cc2[nH]c1=O)C(=S)NCc1ccco1	18%	-15%	2%	-4%	-16%	-1.4	4	3%	2%
NC(=O)NC(CC(=O)NCCc1ccccn1)c1ccccc1Cl (stereo not drawn)	7%	12%	-31%	-4%	-19%	2.9	4	-1%	-1%
CCC(Oc1ccc(C)cc1)C(=O)Nc1ccccc1C(=O)N1CCOCC1 (stereo not drawn)	9%	-17%	-22%	-8%	0%	-1.2	1	4%	21%
Cn1c(=O)[nH]c(=O)c2c1nc(SCC(O)CO)n2CCCc1ccccc1 (stereo not drawn)	-10%	7%	5%	-3%	4%	3.3	-5	-2%	3%
CCOc1ccc2nc(NCCCNS(=O)(=O)c3ccccc3)c(C#N)cc2c1	6%	-3%	-1%	-4%	-6%	-2.4	-1	2%	16%
O=C(Cn1c(C(F)(F)F)nc2ccccc21)Nc1ccccc1N1CCOCC1	-14%	-4%	-3%	-3%	15%	-2.1	-5	0%	-9%
O=c1c2c3c(sc2nc2n1CCCCC2)C(O)CCC3 (stereo not drawn)	-4%	14%	3%	-6%	15%	-0.7	2	8%	-1%
O=C1CC(c2ccccc2)CC(O)=C1C=Nc1cccc(Cl)c1 (stereo not drawn)	?	27%	-7%	-7%	-9%	-2.5	3	-39%[inhibitor]	-5%
COc1ccc(SCCN2CC[C@@H](C)CCC2=O)cc1	-8%	-5%	-3%	-11%	-5%	-1.3	23	6%	2%
O=C(CN1CCCCC1)Nc1cc(S(=O)(=O)N2CCOCC2)ccc1N1CCCC1	-17%	-5%	4%	-9%	-15%	0.5	1	-6%	7%
O=C(Nc1nc2ccccc2s1)c1ccc2sc([C@H]3C[C@H](O)[C@@H](CO)O3)nc2c1	-3%	4%	-13%	3%	-7%	0.8	-23	0%	-23%
C/C(CC(=O)Nc1ccccn1)=N\NC(=O)c1cnccn1	-3%	1%	0%	-6%	13%	-0.3	1	8%	-4%

Molecules from the list above that have an aryl methoxy group (3):
SMILES	FUS suppressor	EPAC1 antag	WRN inhibitor	PLK1 PBD inh	Abeta yeast res	IL2 activator	PI5P4Ka inh	aSyn rescue	EPAC1 ag
COCCn1nnnc1C(CC(C)C)N1CCN(c2cccc(OC)c2)CC1 (stereo not drawn)	·	2%	-15%	-1%	6%	-1.9	1	15%	-11%
COc1ccc(NS(=O)(=O)c2csc(C(=O)Nc3ccccc3)c2)cc1	38%	-12%	-3%	-16%	-7%	-0.3	2	-13%	9%
COc1ccc(SCCN2CC[C@@H](C)CCC2=O)cc1	-8%	-5%	-3%	-11%	-5%	-1.3	23	6%	2%

Later entries.
SMILES	FUS suppressor	EPAC1 antag	WRN inhibitor	PLK1 PBD inh	Abeta yeast res	IL2 activator	PI5P4Ka inh	aSyn rescue	EPAC1 ag
O=C(CN(c1ccc(Br)cc1)S(=O)(=O)c1ccc(Cl)c([N+](=O)[O-])c1)NCC1CCCO1 (stereo not drawn)	·	9%	6%	-7%	11%	-4.7	0	-8%	-6%
CC1CCCCN1C(=O)CSc1nnc2c(n1)[nH]c1ccccc12 (stereo not drawn)	15%	-1%	-21%	-12%	-8%	-0.5	-7	2%	0%
Cc1cc(/C=C2\SC(=S)N(C)C2=O)c(C)n1-c1ccccc1O	9%	11%	-4%	-18%	-9%	-4.6	-3	3%	?
CCOc1ccc(NC(=O)CSc2nnc(C3CC3)n2C)cc1	8%	1%	8%	-17%	9%	-0.3	0	-10%	14%
Cc1ccccc1CN(c1ccc(C(=O)NCC2CCCO2)cc1)S(C)(=O)=O (stereo not drawn)	·	-2%	7%	2%	12%	-1.9	-4	-1%	3%
Cc1ccc(C2NC(=O)CCC2[N+](=O)[O-])cc1 (stereo not drawn)	2%	20%	-1%[57.1 µM]	19µM*	-6%	-0.7	-13	13%	6%
COc1ccc(CCN(C(=O)COc2ccccc2)c2nc(-c3ccccc3)cs2)cc1OC	·	8%	-2%	-1%	11%	0.0	22	8%	-4%
O=C(Nc1ccc(Br)cn1)c1ccc2nccnc2c1	·	-7%	?	-7%	-10%	-2.5	-10	5%	0%
CC(=O)N1C[C@H]2CON(C)[C@H]2C[C@H]1c1ccccc1Br	-34%	12%	0%	-11%	4%	0.5	0	2%	11%
Cc1cc(OCC(=O)Nc2ccc(N3CCN(C(=O)c4ccco4)CC3)cc2)cc(C)c1Cl	13%	-15%	?	-10%	41%	-2.0	·	2%	-4%
COc1cc2c(cc1OC)C(c1cccc(Cl)c1)CC(=O)N2 (stereo not drawn)	0%&2%	2%	-5%	-9%	-14%&-11%	0.4	4	7%	-5%
CCOC(=O)Cc1ccc(NC(=O)c2cccc([N+](=O)[O-])c2)cc1	-31%	-11%	2%	2%	8%	-0.7	5	6%	-1%
Cc1cc(C)c2nc(N3CCN(C)CC3)c(C#N)cc2c1	-22%	0%	9%	-9%	-2%	-0.9	16	5%	-3%
COc1cc(CC(=O)N2CCN(C(=O)C3CCCO3)CC2)cc(OC)c1OC (stereo not drawn)	-20%	5%	0%	-2%	5%	0.1	-1	-1%	4%
COC(=O)c1c(C)[nH]c(C(=O)CN2C(=O)NC3(CCOc4ccccc43)C2=O)c1C (stereo not drawn)	11%	-29%	-5%	2%	-13%	-0.3	1	23%	7%
O=C(C1CCCN(S(=O)(=O)c2cccc3nonc23)C1)N1CCN(c2ccccc2Cl)CC1 (stereo not drawn)	41%&23%	-8%	-27%[57.1 µM]	-3%	3%&9%	-0.8	-3	25%	-22%
CCNC(=O)c1c(O)c2cccc3c2n(c1=O)CC3	-8%	0%	9%	-1%	-12%	-0.2	-2	8%	-5%
CC(C)(C)c1nnc2sc(SCC(=O)c3ccc4c(c3)OCCO4)nn2c1=O	11%	27%	11%	-11%	10%	0.2	2	-8%	-2%
O=C(CCCN1CCC(NC(=O)c2ccccc2)CC1)c1ccc(Cl)cc1	5%	-16%	-3%	1%	10%	-0.4	1	10%	6%
CC(C)(C)c1ccc(S(=O)(=O)N2CCN(c3ncccn3)CC2)cc1	-9%	-23%	4%	-25%	-10%	-0.6	3	1%	15%
C=C(C)CNc1cc(S(=O)(=O)N2CCOCC2)ccc1Oc1ccccc1	26%	4%	-13%	-6%	28%	0.8	13	-1%	25%
COc1ccc(/C=C/C(=O)Nc2cccc(S(=O)(=O)NC3=NCCCCC3)c2)cc1	31%	-21%	-7%	?	-9%	0.3	-2	7%	1%
COc1ccc(C2C3=C(CC(C)(C)CC3=O)Oc3ncn4nc(-c5ccccc5)nc4c32)cc1 (stereo not drawn)	20%	-13%	-3%	-21%	-15%	-4.6	2	0%	4%
COc1cc(C(=O)NCCOc2ccccc2)c(Br)c(OC)c1OC	7%	12%	5%	-18%	-1%	0.7	-7	1%	-3%
COc1ccc(-c2cc(C(F)(F)F)c(C#N)c(SCC(=O)Nc3ccccc3C#N)n2)cc1	11%	-10%	0%	-6%	5%	?	8	-4%	0%
